# Screens (PubChem)
# Tb MetRS inh: blocks T. brucei methionyl-tRNA synthetase activity; AID 624268; 0.4% of 360,000 active; inhibition, % at 11.9 µM; purified T. brucei MetRS, ATP depletion, Kinase-Glo luminescence;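 active = inhibition above a per-plate cutoff of the control wells' mean inhibition plus 3 SD, cut at about 5.5% in these data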;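 also: 0% = DMSO wells median and 100% = median of wells with control inhibitor compound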
#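 Dosing: 11.9 µM compound single dose, 0.9% DMSO; Assay system: purified T. brucei MetRS enzyme; Measured by: Kinase-Glo luciferase luminescence reporting remaining unconsumed ATP; Schedule: 15 min plus 2 h at 25 °C.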
# Rpn11 block: inhibitors of human proteasome Rpn11 | O00487 | human 26S proteasome, Ub4-pepOG fluorescence polarization; 20S core pre-blocked with epoxomicin | calls only at 20 µM | 0.59% of 360,000 active;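 active = inhibition at 20 µM, scaled to each plate's controls, above about 33%, limit read from the data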
# Target sequence (O00487 whole entry, looked up): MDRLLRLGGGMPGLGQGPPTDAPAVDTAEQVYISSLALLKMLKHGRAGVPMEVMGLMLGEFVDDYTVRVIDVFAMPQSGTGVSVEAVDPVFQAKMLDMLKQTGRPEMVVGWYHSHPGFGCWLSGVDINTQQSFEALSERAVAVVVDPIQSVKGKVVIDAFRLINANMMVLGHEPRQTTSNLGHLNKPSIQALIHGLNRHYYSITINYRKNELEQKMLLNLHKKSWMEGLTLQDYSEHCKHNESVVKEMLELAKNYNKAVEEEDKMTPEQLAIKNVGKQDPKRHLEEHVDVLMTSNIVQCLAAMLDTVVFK
# LMPTP inh: LMPTP (human) inhibition; P24666; recombinant LMPTP-A, OMFP fluorogenic substrate, fluorescence intensity; inhibition, % at 20 µM; 0.22% of 360,000 active; AID 651560;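 active = compounds that cut the enzyme signal by at least half of the control window in the single-dose screen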;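 also: plate controls were DMSO wells with enzyme plus substrate for no effect and substrate without enzyme for full effect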
# Target sequence (P24666 whole entry, looked up): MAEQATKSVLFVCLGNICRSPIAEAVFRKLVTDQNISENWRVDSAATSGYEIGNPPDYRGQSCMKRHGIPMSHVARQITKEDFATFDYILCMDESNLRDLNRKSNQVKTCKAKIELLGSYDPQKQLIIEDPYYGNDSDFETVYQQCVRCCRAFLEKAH
#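 Buffer or medium: Bis-Tris pH 6.0, DTT, detergent; Assay system: LMPTP-A enzyme; Quantity: 0.625 nM enzyme; Detection: endpoint fluorescence intensity; Times: 50 min dark incubation at room temperature; Controls: substrate-only low control, DMSO enzyme-plus-substrate high control; Doses: single 20 µM dose; Read-out: percent inhibition versus substrate-only and uninhibited controls; Reagent: 400 µM OMFP.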
# CSN inh: blocks human CSN-mediated cullin deneddylation. Purified CSN, SCF-Nedd8-OG deneddylation, fluorescence polarization. AID 651999. 0.38% of 360,000 active. Q92905. inhibition, % at 12.5 µM;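 active = pattern-corrected inhibition above about 35%, with an unprinted fluorescence ratio check between 0.5 and 1.5, limit read from the data, passing the limit was not always enough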;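 also: 0% = enzyme with substrate and 100% = substrate without enzyme; some results filed as inactive read as strong as hits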
# Target sequence (Q92905 whole entry, looked up, one chain of several): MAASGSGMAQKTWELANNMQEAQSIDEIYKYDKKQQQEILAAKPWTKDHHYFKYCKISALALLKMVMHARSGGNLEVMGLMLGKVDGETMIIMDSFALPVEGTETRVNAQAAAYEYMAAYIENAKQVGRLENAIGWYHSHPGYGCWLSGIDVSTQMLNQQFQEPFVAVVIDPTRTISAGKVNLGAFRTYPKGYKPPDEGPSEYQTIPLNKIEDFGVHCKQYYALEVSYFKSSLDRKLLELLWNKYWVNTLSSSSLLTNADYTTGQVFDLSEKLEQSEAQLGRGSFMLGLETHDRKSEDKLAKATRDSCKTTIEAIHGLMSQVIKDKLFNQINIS
#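 Assay system: purified human Csn5 enzyme expressed in HEK293T cells; Input: 0.24 nM Csn5 enzyme, final concentration; Reagent: 10 nM SCFSkp2-Nedd8OG; Compound dosing: 12.5 µM single point; Times: reaction 90 min, room temperature; Technique: fluorescence polarization readout.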
# MLLE-PAM2 inh: inhibitors of microRNA-mediated deadenylation, human PABP1 MLLE binding; GST-MLLE / FITC-PAM2 fluorescence polarization; inhibition, % at 20 µM; 0.36% of 360,000 active; AID 588489; in the data active = inhibition above about 35%, passing the limit was not always enough;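 also: plate controls were DMSO wells with GST-MLLE for no effect and wells lacking GST-MLLE protein for full effect; some results filed as inactive read as strong as hits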
# SUMO1-SIM PPI: modulators of human SUMO1-mediated protein-protein interactions; AID 602429; SUMO1 binding to a labelled peptide, TR-FRET, 1 h; P63165; 0.33% of 360,000 active; inhibition, % at 20 µM; in the data active = inhibition above about 37%
# Target sequence (P63165 whole entry, looked up): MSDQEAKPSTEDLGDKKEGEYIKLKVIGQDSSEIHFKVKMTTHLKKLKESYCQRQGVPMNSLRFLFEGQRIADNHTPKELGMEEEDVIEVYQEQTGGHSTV
# STEP inh: inhibitors of human striatal-enriched phosphatase STEP. inhibition, % at 20 µM. P54829. 0.25% of 360,000 active. recombinant STEP, OMFP fluorogenic substrate, fluorescence;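 active = inhibition at 20 µM, scaled per plate between control wells, above about 37%, limit read from the data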;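 also: 0% = DMSO with enzyme and substrate and 100% = substrate only without enzyme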
#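 Material: STEP (striatal-enriched tyrosine phosphatase) enzyme, cell-free; Compound dosing: 20 µM single dose in 1% DMSO; Technique: fluorescence read at 480 nm ex / 540 nm em; Times: reaction 20 min, ambient temperature; Medium: 50 mM Bis-Tris pH 6.0 with 2.5 mM DTT and 0.005% Tween 20; Also added: OMFP at 25 µM.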
# DNMT1 inh: blocks human DNA methyltransferase DNMT1; DNMT1 molecular beacon, Hinp1I cleavage, fluorescence; P26358; 0.83% of 360,000 active; inhibition (reported as % activation of signal), % at 10 µM; in the data active = inhibition above about 50%
# NadD block: NadD (S. aureus) enzyme inhibition. purified NadD enzyme, colorimetric absorbance read-out. inhibition, % at 20 µM. 0.78% of 360,000 active. AID 602399; in the data active = inhibition above about 26%; also: some compounds past the cut are filed as inactive
# Scp1 inh: blocks human Scp-1 phosphatase activity; Recombinant Scp1, phosphopeptide, malachite green phosphate absorbance; inhibition, % at 20 µM; 0.88% of 340,000 active; Q9GZU7; AID 493091;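 active = inhibition above about 50% at 20 µM, limit read from the data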;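 also: plate controls were DMSO wells with enzyme for no effect and wells lacking enzyme for full effect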
#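 System: SCP-1 catalytic domain; Reagent: Phospho 17-mer peptide substrate; Doses: one concentration, 20 µM, with 1.0% DMSO; Incubation: 45 min room-temperature reaction, 5 min colour, 30 min stabiliser; Signal: Phosphate-binding colour reagent, absorbance read at 630 nm.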
# An asterisk follows results filed as active; i = inactive.
1) CCOC(=O)/C(C#N)=C1/C=Nc2ccccc2N1
2) CN(C(=O)c1ccc(NC(=O)Cc2cccc(NC(=O)C3CCN(C(=O)C4CCCC4)CC3)c2)cc1)C1CC1
3) CC(C)n1c(SCc2ccc(Cl)cc2)nc2c1c(=O)[nH]c(=O)n2C
4) O=C(O)c1ccoc1CN1CCCCC1
5) COc1ccc(C2C(C(=O)O)CCC(=O)N2c2ccc(C)cc2)cc1OC (centres undefined)
6) O=C(CCC1CCCN(C(=O)Cn2cnnn2)C1)NCc1ccccc1F (centres undefined)
7) COC(=O)COc1ccc2c(-c3ccc(OC)cc3)cc(=O)oc2c1
8) O=C(CC1C(=O)NCCN1CC1CCCCC1)NCCCN1CCOCC1 (centres undefined)
Compound	1	2	3	4	5	6	7	8
MLLE-PAM2 inh	0	0	15	11	6	1	-2	6
CSN inh	0	4	0	-2	-2	-3	-6	-1
LMPTP inh	-1.2	-1.6	0.8	-1.7	0.1	-2.3	0.8	-6.5
NadD block	-2	1	0	0	-2	-4	-3	-6
Tb MetRS inh	0.5	0.1	-1.0	-0.4	-0.1	0.3	-1.5	-0.5
STEP inh	-1	-2	1	-4	-4	-3	-1	2
SUMO1-SIM PPI	-18	-2	1	3	1	-2	-21	-3
DNMT1 inh	-1	5	8	5	3	1	-2	0
Rpn11 block	i	i	i	i	i	i	i	i
Scp1 inh	-5	-4	-5	-4	4	-15	-2	-10

9) COc1ccc(C(c2nnnn2CS(=O)(=O)c2ccc(C)cc2)N2CCN(Cc3ccccc3)CC2)cc1 (centres undefined)
10) O=[N+]([O-])c1cc2c(cc1/C=N/Nc1nc(Nc3ccccc3)nc(N3CCCCC3)n1)OCO2
11) CN1CCCC(OC(=O)c2cc(Br)ccc2Cl)C1 (centres undefined)
12) Cc1sc2ncnc(SCC(=O)Nc3ccc(CN4CCCC4)cc3)c2c1C
13) CC(C)Cc1nnc(NC(=O)CCC(=O)N2CCCCC2)s1
14) CCOC(=O)c1ccc2ncc(C(=O)OCC)c(Nc3ccc(N4CCOCC4)cc3)c2c1
15) Nc1c(-c2cccc(Cl)c2)cnn1-c1cccc([N+](=O)[O-])c1
16) CC(C)(C)NC(=O)COC(=O)c1ccc(F)cc1Cl
Compound	9	10	11	12	13	14	15	16
MLLE-PAM2 inh	-6	8	-10	-43	-1	-3	6	-14
CSN inh	2	7	1	108*	-1	-10	3	-1
LMPTP inh	-0.3	0.3	-2.1	24	-1.2	5.3	1.1	-0.4
NadD block	2	39*	-5	11	-4	-11	-3	2
Tb MetRS inh	0.5	-1.0	-1.1	-0.2	-0.2	0.6	-0.5	-0.7
STEP inh	-15	0	-3	2	-2	1	6	-6
SUMO1-SIM PPI	-1	2	-2	-4	-4	-18	-39	2
DNMT1 inh	1	44	1	27	0	-8	-4	10
Rpn11 block	i	i	i	i	i	i	i	i
Scp1 inh	-2	-6	-10	-4	-9	-5	0	-4

17) CCOC(=O)c1ccc(NC(=O)CCc2nnc3ccc(N4CCN(C)CC4)nn23)cc1
18) O=C(Nc1ccc(SC(F)F)cc1)c1cc(-c2ccncc2)nc2ccccc12
19) O=C1CC(N2CCC(O)(c3ccc(Br)cc3)CC2)C(=O)N1c1ccc(Cl)cc1 (centres undefined)
20) N#Cc1ccccc1OCC(=O)NCc1ccccc1CN1CCCC1
21) CCOC(=O)C1CCN(C(=O)CN2C(=O)CSc3ccc(S(=O)(=O)N4CCOCC4)cc32)CC1
22) CC12CCC(=O)N1C(C(=O)Nc1ccc(Cl)c(Cl)c1)CS2 (centres undefined)
23) Cc1nn(-c2ccccc2)c(Cl)c1/C=C1/C(=N)N2N=C(C(C)C)SC2=NC1=O
24) CCOC(=O)C1CCN(C(=O)CSCc2nc(-c3ccc(OCC)cc3)oc2C)CC1
Compound	17	18	19	20	21	22	23	24
MLLE-PAM2 inh	0	-45	13	-2	4	-1	-11	13
CSN inh	-2	3	-2	-5	-3	5	2	0
LMPTP inh	-1.7	4.6	0.7	0.4	0.2	0.1	0.5	1.6
NadD block	-3	17	0	-8	-2	-4	13	1
Tb MetRS inh	-0.6	-0.1	-0.4	0.1	0.7	-0.3	0.1	-1.2
STEP inh	1	2	-1	0	-1	0	1	1
SUMO1-SIM PPI	-3	-3	-1	-1	5	3	8	6
DNMT1 inh	2	8	-9	0	2	0	-7	-2
Rpn11 block	i	i	i	i	i	i	i	i
Scp1 inh	-2	19	9	-1	-7	-9	-6	1

# Brought forward from above: 2 entries, then new ones.
23) Cc1nn(-c2ccccc2)c(Cl)c1/C=C1/C(=N)N2N=C(C(C)C)SC2=NC1=O
24) CCOC(=O)C1CCN(C(=O)CSCc2nc(-c3ccc(OCC)cc3)oc2C)CC1
25) CCCn1c(N)c(C(=O)CN(C)CC(=O)Nc2ccc(F)cc2)c(=O)[nH]c1=O
26) CN(CCCC(=O)Nc1ccc(Br)cc1F)S(=O)(=O)c1ccccc1
27) COc1ccc(/C=C/C(=O)NNC(=O)c2cc(C)oc2C)cc1
28) CC(=O)N1CCC(=NNc2ccc(S(N)(=O)=O)cc2[N+](=O)[O-])CC1
29) Cc1ccccc1NC(=O)NC1(C(=O)N2CCCC2)CCCCC1
30) CN1C(=O)[C@@H]2[C@H](C1=O)[C@@H]1C(=O)Nc3ccccc3C(=O)N1[C@@H]2c1ccc(Br)cc1
31) CN1CC(=O)N(CC(=O)NCc2ccc(F)cc2)c2ccccc2C1=O
32) CCN(CCNC(=O)C1CC(=O)N(CCc2ccccc2)C1)c1ccccc1 (centres undefined)
Compound	23	24	25	26	27	28	29	30	31	32
MLLE-PAM2 inh	-11	13	-4	14	1	-6	-5	1	8	6
CSN inh	2	0	-3	4	1	6	14	-1	3	3
LMPTP inh	0.5	1.6	-1.0	1.1	-1.3	3.5	-0.1	-0.2	-0.2	-1.2
NadD block	13	1	-3	-5	-3	-1	4	1	-7	4
Tb MetRS inh	0.1	-1.2	-0.1	0.2	-0.8	0.0	0.1	-0.3	-0.1	-0.4
STEP inh	1	1	2	4	2	-2	1	-1	0	-1
SUMO1-SIM PPI	8	6	-3	-1	-11	-46	-4	3	-1	0
DNMT1 inh	-7	-2	5	-6	2	3	2	1	3	-1
Rpn11 block	i	i	i	i	i	i	i	i	i	i
Scp1 inh	-6	1	-10	-12	3	-2	-1	-3	6	-2

# From entry 22 to 29, copied from above:
22) CC12CCC(=O)N1C(C(=O)Nc1ccc(Cl)c(Cl)c1)CS2 (centres undefined)
23) Cc1nn(-c2ccccc2)c(Cl)c1/C=C1/C(=N)N2N=C(C(C)C)SC2=NC1=O
24) CCOC(=O)C1CCN(C(=O)CSCc2nc(-c3ccc(OCC)cc3)oc2C)CC1
25) CCCn1c(N)c(C(=O)CN(C)CC(=O)Nc2ccc(F)cc2)c(=O)[nH]c1=O
26) CN(CCCC(=O)Nc1ccc(Br)cc1F)S(=O)(=O)c1ccccc1
27) COc1ccc(/C=C/C(=O)NNC(=O)c2cc(C)oc2C)cc1
28) CC(=O)N1CCC(=NNc2ccc(S(N)(=O)=O)cc2[N+](=O)[O-])CC1
29) Cc1ccccc1NC(=O)NC1(C(=O)N2CCCC2)CCCCC1
Compound	22	23	24	25	26	27	28	29
MLLE-PAM2 inh	-1	-11	13	-4	14	1	-6	-5
CSN inh	5	2	0	-3	4	1	6	14
LMPTP inh	0.1	0.5	1.6	-1.0	1.1	-1.3	3.5	-0.1
NadD block	-4	13	1	-3	-5	-3	-1	4
Tb MetRS inh	-0.3	0.1	-1.2	-0.1	0.2	-0.8	0.0	0.1
STEP inh	0	1	1	2	4	2	-2	1
SUMO1-SIM PPI	3	8	6	-3	-1	-11	-46	-4
DNMT1 inh	0	-7	-2	5	-6	2	3	2
Rpn11 block	i	i	i	i	i	i	i	i
Scp1 inh	-9	-6	1	-10	-12	3	-2	-1

# The results go on.
33) COc1ccc(Cl)cc1C(=O)Nc1cccnc1
34) CC(=O)c1c(C)[nH]c(C(=O)N(C)C(c2ccccc2)c2ccccc2)c1C
35) O=C1OCCC1Sc1nnc(-c2cccs2)n1Cc1ccccc1 (centres undefined)
36) COc1cccc(NC(=O)c2ccco2)c1
37) COc1cccc(C(=O)Nc2ccccc2C(=O)N2CCCC2)c1
38) O=C(COC(=O)c1ccc(Oc2ccccc2)cc1)Nc1nnc(-c2ccccc2)o1
39) COc1ccc(CCNC(=O)COC(=O)/C=C/c2cccs2)cc1OC
40) CCC(C)(C)c1nnc(NC(=O)c2ccc([N+](=O)[O-])cc2)s1
Compound	33	34	35	36	37	38	39	40
MLLE-PAM2 inh	0	-16	-83	-5	6	-9	11	-3
CSN inh	-2	-3	-1	2	-2	8	-5	0
LMPTP inh	-1.7	0.0	-0.3	-3.3	-0.3	2.6	-0.4	-2.5
NadD block	0	-2	1	-2	-5	48*	-4	10
Tb MetRS inh	-0.8	0.1	-0.4	-0.6	-0.4	-0.5	-1.6	-0.4
STEP inh	0	1	2	-5	3	5	1	-4
SUMO1-SIM PPI	1	-4	3	1	-1	8	-21	-19
DNMT1 inh	-6	0	6	12	-3	4	2	4
Rpn11 block	i	i	i	i	i	i	i	i
Scp1 inh	-4	-9	-6	-6	-7	0	-1	1

41) COCCNC(=O)C(OC(=O)c1cccs1)c1ccc(F)cc1 (centres undefined)
42) Cc1cccc(C(=O)N(Cc2nc3ccccc3c(=O)[nH]2)C2CCCC2)c1
43) CC(=O)[C@@]1(O)CC[C@H]2[C@@H]3C[C@H](C)C4=CC(=O)CC[C@]4(C)[C@H]3CC[C@@]21C
44) COc1ccc2cc(C(C)C(=O)N3CCC(C)CC3)ccc2c1 (centres undefined)
45) COc1ccc(C(OC(=O)c2ccco2)C(=O)NC2CCCC2)cc1 (centres undefined)
46) CCOC(=O)c1c(C)[nH]c(C(=O)COC(=O)CNC(=O)C2CCCCC2)c1C
47) CCOC(=O)N1CCN(C(=O)C2CCCN(S(=O)(=O)c3cc(C)ccc3OC)C2)CC1 (centres undefined)
Compound	41	42	43	44	45	46	47
MLLE-PAM2 inh	17	10	2	-1	-14	13	-10
CSN inh	-8	-2	0	3	2	0	-3
LMPTP inh	0.2	-0.2	-0.5	1.7	-1.2	0.4	-0.9
NadD block	3	3	2	-1	2	-2	0
Tb MetRS inh	0.2	-0.8	0.4	-0.7	-0.1	-0.4	-0.8
STEP inh	-1	-1	-1	2	2	1	4
SUMO1-SIM PPI	-3	-1	0	-1	0	5	4
DNMT1 inh	0	-2	0	2	0	-1	0
Rpn11 block	i	i	i	i	i	i	i
Scp1 inh	-8	7	1	-7	-3	0	-5
